TRPV1 ag: human TRPV1 agonism | Q8NER1 | TRPV1-expressing cells, Fluo-8 calcium influx, agonist mode | activation, % at 8.33 µM | 320,000 tested, 0.19% active; in the data active = activation above about 80%; inconclusive = between about 30% and that limit; note: 0% is about no effect
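Fluo-8 calcium influx in TRPV1-expressing cells, kinetic read (ex 480/em 520 nm). Compound added and read 3 min for agonist activity, followed by capsaicin at EC20 final and 2 min further read for enhancement.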
Eya2 inh: blocks the phosphatase activity of human Eya2; O00167; recombinant Eya2, OMFP fluorescence dephosphorylation (OMFP is methylfluorescein phosphate); Potency, µM (series often up to 76.9 µM), for the others: at the highest dose activity, negative = inhibition, usual class: inhibitors; 330,000 tested, 0.006% active; AID 488837; note: potency is the fitted concentration of half-maximal effect; % is set by controls: 0 for no effect and ±100 for the full control effect
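Eya2 (0.2 uM) preincubated 10 min at ambient with compound, then OMFP substrate added at 50 uM; 10 min reaction in 50 mM HEPES pH 7.5, 50 mM NaCl, 5 uM MgCl2, 0.05% BSA, 1 mM DTT. Fluorescence read at Ex 485/Em 525 nm.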
USP2a inh: USP2a (human) protease inhibition | Potency, µM (titrated, usually from 38.3 µM), for inactives: at the highest dose activity change, negative = inhibition, hits mostly inhibitors | O75604 | USP2 core, Ub-CHOP2 coupled fluorogenic reporter, 485/531 | 330,000 tested, 0.01% active | AID 463254;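 note: potency is the fitted concentration of half-maximal effect; plate controls were DMSO wells for no effect and full inhibition by NEM control for full effect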
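Deubiquitinase activity read as fluorescence (485/531 nm) after Ub-CHOP2 cleavage activates the enterokinase reporter on its substrate; USP2 core 10nM, Ub-CHOP2 and substrate 25nM each, 30min compound preincubation then 60min RT; data normalized to NEM, curves fitted.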
TCR activator: T cell receptor activation. primary human leukocytes, anti-CD3, IL-2 HTRF, 48 h. Potency, µM (top dose mostly 9.22 µM), for the others: top-dose activation of IL-2 secretion, hits mostly activators. 330,000 tested, under 10 active; note: % of control where 0% means no effect
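1) Mix primary human leukocytes, a-CD3 beads and compound. 2) Incubate 48 hr. 3) Add HTRF IL-2 reagents (a-IL-2-K, a-IL-2-d2).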
ELG1 repair inh: inhibitors of ELG1-dependent DNA repair in HEK293T cells; AID 504467; 330,000 tested, 2.3% active; Potency, µM (series often up to 46.1 µM), for the others: at the highest dose activity change, negative = inhibition, most hits filed as inhibitors; HEK293T ELG1-luciferase reporter, luminescence, 16 h; DNA damage induced by 5-fluorouridine; note: potency is the fitted concentration of half-maximal effect; % is set by controls: 0 for no effect and ±100 for the full control effect; nearly all actives have a fitted effect of over 55% in size
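DMSO vehicle served as the neutral condition. Each well held 2,000 cells given 5-fluorouridine plus compound; after 16 hr at 37 °C/5% CO2, ONE-Glo was added and luciferase measured 30 min later.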
KCNH2 WT inh: inhibitors of human wildtype KCNH2 potassium channel. U2OS, BacMam KCNH2, thallium flux FluxOr; active compounds read low. 340,000 tested, 0.37% active. AID 720551. Q12809. activity change, % at 1.84 µM;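 active = maximum activity change below -70%; inconclusive = maximum activity change between -70% and -50%; inactive = maximum activity change above -50%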; note: % is set by controls: 0 for no effect and ±100 for the full control effect
Target sequence (Q12809 whole entry, looked up): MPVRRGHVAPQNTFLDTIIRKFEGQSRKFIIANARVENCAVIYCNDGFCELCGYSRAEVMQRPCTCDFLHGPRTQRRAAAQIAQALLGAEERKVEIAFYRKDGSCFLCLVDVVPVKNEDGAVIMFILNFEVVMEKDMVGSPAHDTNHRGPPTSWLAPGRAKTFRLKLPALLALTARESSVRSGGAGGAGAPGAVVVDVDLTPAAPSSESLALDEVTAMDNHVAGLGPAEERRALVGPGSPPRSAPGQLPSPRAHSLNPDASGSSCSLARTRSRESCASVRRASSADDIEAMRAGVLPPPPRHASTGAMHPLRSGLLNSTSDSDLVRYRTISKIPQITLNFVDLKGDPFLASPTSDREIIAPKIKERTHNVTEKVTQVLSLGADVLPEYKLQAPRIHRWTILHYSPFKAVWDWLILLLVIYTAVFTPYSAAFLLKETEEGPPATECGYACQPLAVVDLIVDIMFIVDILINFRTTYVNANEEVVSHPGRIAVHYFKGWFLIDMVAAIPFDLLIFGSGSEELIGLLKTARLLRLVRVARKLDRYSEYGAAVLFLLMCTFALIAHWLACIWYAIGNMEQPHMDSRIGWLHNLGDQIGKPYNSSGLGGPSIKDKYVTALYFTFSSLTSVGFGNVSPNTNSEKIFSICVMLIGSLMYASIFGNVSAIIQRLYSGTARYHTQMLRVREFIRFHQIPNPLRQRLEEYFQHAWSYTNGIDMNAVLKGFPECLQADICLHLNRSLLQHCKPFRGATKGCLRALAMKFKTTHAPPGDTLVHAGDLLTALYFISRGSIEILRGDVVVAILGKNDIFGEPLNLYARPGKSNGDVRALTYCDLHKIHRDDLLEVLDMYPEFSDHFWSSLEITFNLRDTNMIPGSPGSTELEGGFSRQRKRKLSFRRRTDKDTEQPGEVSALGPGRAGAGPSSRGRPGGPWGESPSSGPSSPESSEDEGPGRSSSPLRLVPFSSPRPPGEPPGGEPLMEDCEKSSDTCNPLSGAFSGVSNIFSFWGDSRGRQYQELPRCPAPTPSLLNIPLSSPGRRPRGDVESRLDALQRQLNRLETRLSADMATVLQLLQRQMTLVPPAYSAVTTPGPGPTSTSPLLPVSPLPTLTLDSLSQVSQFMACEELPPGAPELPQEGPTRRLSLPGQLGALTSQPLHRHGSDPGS
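U2OS cells were transduced with wild-type KCNH2 virus (2.03 x 10^8 / mL) for 4 h at room temperature, then cultured overnight at 37 C. Thallium flux was read with FluxOr dye. Rate constants were normalized to DMSO controls.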
KCNH2 3.1 block: KCNH2 3.1 (human) potassium channel inhibition. activity change, % (tested at about 1.8 µM). U2OS KCNH2 3.1, thallium flux FluxOr; active compounds read low. 340,000 tested, 0.95% active;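 active = maximum activity change below -70%; inconclusive = maximum activity change from -70% to -50%; inactive = maximum activity change above -50%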;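 note: thallium influx rate constant from kinetic fluorescence after stimulation buffer; % is set by controls: 0 for no effect and ±100 for the full control effect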
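Steps: virus added to U2OS suspension (4 h, RT, dark); medium with 10% FBS added, cells plated, 37 C overnight; FluxOr/Red40 loading buffer 45 min RT; stimulation buffer, 2 min kinetic read; rate constant normalized.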
A-T KAP1 phos: potential ataxia-telangiectasia treatment. 320,000 tested, 0.19% active. […] A-T fibroblasts, KAP-1 phosphorylation AlphaLISA; neocarzinostatin DNA damage 30 min before lysis. Potency, µM (top dose mostly 57.5 µM), for inactives: at the highest dose activation, usual class: activators; note: potency is the fitted concentration of half-maximal effect; % of control where 0% means no effect; nearly all actives have a fitted effect of over 45% in size
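hTERT-immortalized A-T patient fibroblasts ([…]), 500 cells/well in OPTI-MEM, 1% FBS, got compounds for 60 min, then NCS for 30 min at 37C. Lysates were then assayed for phospho-KAP-1 by AlphaLISA (anti-pKAP1 donor, anti-KAP1 acceptor beads), 6 hr at 25C.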
TSHR antagonist: blocks TSH signaling through the human TSH receptor; AID 504810; TSHR-expressing cells, TSH-stimulated cAMP HTRF, 2 h; active compounds read low; P16473; activity change, negative = inhibition, % at 11.5 µM; 330,000 tested, 0.2% active;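 active = activity change below a set negative limit, meaning inhibition stronger than a set level, cut at about -70% in these data; inconclusive = activity change between two set negative limits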; note: % is set by controls: 0 for no effect and ±100 for the full control effect
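TSHR-expressing cells were treated with compounds, then stimulated with TSH at EC80 (4nM final) for 2 hours at 37 deg C. Cellular cAMP was measured by HTRF competition between lysate cAMP and cAMP-d2 for a cryptate-labelled anti-cAMP antibody.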
Mito fusion yeast: inhibitors of mitochondrial division or activators of mitochondrial fusion | S. cerevisiae fusion-defective mutant growth rescue, CellTiterGlo 48 h | Potency, µM (doses to about 46.1 µM), inactives show at the highest dose growth rescue (activation), actives largely listed as activators | 320,000 tested, 0.23% active | AID 485298;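 note: potency is the fitted concentration of half-maximal effect; % of control where 0% means no effect; nearly all actives have a fitted effect of over 45% in size; temperature-sensitive fusion mutants such as fzo1-1 at 37 °C on non-fermentable ethanol glycerol medium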
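Compounds are tested for their ability to restore growth of mitochondrial fusion-defective yeast strains at non-permissive 37C in YPEG medium over 48 hours. Viability is quantified by luciferase luminescence.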
Active calls of the source: *; u = inconclusive; x = not tested or not shown; [ ] = dose if it differs, or a comment. Unless noted, calls come from the whole dose curve; as a rule, active = well fitted curve in the direction sought with a large enough effect; inconclusive = small, poorly fitted or top-dose-only effect, or another doubt; inactive = no such curve, though single readings can be large; an effect the other way counts as inactive or inconclusive. This is a subset, so the mix of outcomes need not match the whole.

SMILES	TRPV1 ag	Eya2 inh	USP2a inh	TCR activator	ELG1 repair inh	KCNH2 WT inh	KCNH2 3.1 block	A-T KAP1 phos	TSHR antagonist	Mito fusion yeast
CCNC(=O)C1(c2ccccc2)CCCC1	2	x	x	3%	x	4	4	x	x	1%
CC(C)(C)C1CCc2c(sc(NC(=O)c3ccncc3)c2C(N)=O)C1 (configuration not stated)	21	-1%	0%	-7%[46.1 µM]	u	2	3	2%	3	u
Cc1cc(C)n2nc(C(=O)Nc3ccn(Cc4ccccc4C)n3)cc2n1	-3	7%	-1%	-4%	u	-4	-1	10%	-1	8%
O=C1NC(=Nc2ccccc2Cl)S/C1=C\c1cccc([N+](=O)[O-])c1	0	-3%	-4%	-5%	2%	1	17	1%	-14	-23%
CCCCn1c(N)c(N(CC(C)C)C(=O)c2cnc(C)cn2)c(=O)[nH]c1=O	1	-7%	-3%	3%	16%	-12	3	13%	5	-7%
O=C(Nc1ccccc1F)C1C2C=CC3(O2)C1C(=O)N(c1cccnc1)C3C(=O)NC1CCCCC1 (configuration not stated)	11	-8%	-8%	6%	13%	-2	5	11%	4	-5%
CCN1CCN(CCNC(=O)c2ccc(/C=C3\Sc4ccccc4N(Cc4ccccc4F)C3=O)cc2)CC1	2	8%	0%	-1%	-2%	12	-8	4%	7	-3%
Cc1ccccc1OCC(=O)OCC(=O)NCCNC(=O)COC(=O)COc1ccccc1C	0	-1%	0%	-2%	14%	-18	-5	-1%	11	0%
CC1CCCC(NC(=S)Nc2cccc(S(=O)(=O)N(C)C)c2)C1C (configuration not stated)	25	-16%	3%	5%	u	17	-9	-3%	1	3%
CSc1nnc(C)c(=O)n1COC(=O)COc1ccccc1	1	0%	0%	-6%[46.1 µM]	u	3	-1	-5%	0	-6%
Cc1cccc(C(=O)N[C@H](C(=O)NCCc2ccc(Cl)cc2)C(C)C)c1	0	-3%	1%	-15%	-2%	2	-17	-5%	0	-9%
CC(C)CNC(=O)[C@H]1N2C(=O)c3ccccc3C2SC1(C)C (some centres not stated)	10	0%	0%	-7%	-4%	0	14	5%	0	-11%
O=C(N/C(=C/c1ccc(Br)cc1)C(=O)N1CCOCC1)c1ccco1	2	12%	-1%	1%	0%	13	1	0%	-7	2%
CCOC(=O)c1cccc(N2C(N)=NC(N)=NC2(C)C)c1	2	8%	-1%	-8%	-2%	-12	-6	0%	18	-2%
CCCN1CCN(C(=O)CCc2nnc3ccc(N4CCN(c5cccc(OC)c5)CC4)nn23)CC1	0	-11%	0%	-12%	u	-1	-1	-6%	6	-4%
Cc1ccc2c(c1)N(CC(=O)N1CCCC1)C(=O)C(C)O2 (configuration not stated)	-4	12%	-2%	1%	-24%	-1	5	27%	u	-2%
CNC(=S)N1N=C(c2ccc(OC)cc2)CC1c1ccc(Cl)cc1Cl (configuration not stated)	-4	3%	-7%	-1%	4.6µM*	37	16	11%	16	-2%
CCCc1nnc(NC(=O)CCC(=O)N2CCC(C)CC2)s1	2	-6%	2%	0%	-2%	-8	-12	-6%	-1	-1%
CCC(=O)N1CCc2cc(S(=O)(=O)N3CCCC3)ccc21	-1	-13%	3%	10%	2%	-13	-6	6%	10	1%
Cc1c(N2C(=O)CSC2c2ccc(F)cc2)c(=O)n(-c2ccccc2)n1C (configuration not stated)	-1	2%	1%	-9%	-9%	1	-1	-9%	8	-5%
Cc1ccc(-n2ncc(C(=O)NC3CC3)c2C2CCN(C(=O)OC(C)(C)C)CC2)cc1	u	-6%	1%	-4%	1%	3	0	-3%	1	18%
Cn1c(=O)c2c(=O)cc(NNC(=O)CC#N)[nH]c2n(C)c1=O	0	-18%	4%	1%	7%	3	-5	2%	-1	-6%
O=C(COC(=O)Cc1ccc(Br)cc1)Nc1ccc(N2CCOCC2)cc1	14	0%	3%	11%	u	-8	15	2%	4	4%
CC(C)n1c2ccccc2c2nnc(SCC(=O)Nc3ccccc3C(=O)O)nc21	1	-7%	-3%	-7%	-18%	-3	5	4%	5	0%
COc1cccc(NC(=S)N(CCCN2CCN(C)CC2)Cc2ccco2)c1	-1	-1%	4%	-5%	1%	20	12	-1%	-6	0%

2 records picked at random from the list so far:
SMILES	TRPV1 ag	Eya2 inh	USP2a inh	TCR activator	ELG1 repair inh	KCNH2 WT inh	KCNH2 3.1 block	A-T KAP1 phos	TSHR antagonist	Mito fusion yeast
COc1cccc(NC(=S)N(CCCN2CCN(C)CC2)Cc2ccco2)c1	-1	-1%	4%	-5%	1%	20	12	-1%	-6	0%
CCCN1CCN(C(=O)CCc2nnc3ccc(N4CCN(c5cccc(OC)c5)CC4)nn23)CC1	0	-11%	0%	-12%	u	-1	-1	-6%	6	-4%

Single values from the entries so far.
USP2a inh with `Cc1ccc2c(c1)N(CC(=O)N1CCCC1)C(=O)C(C)O2` (configuration not stated) : -2%
TSHR antagonist with `CCN1CCN(CCNC(=O)c2ccc(/C=C3\Sc4ccccc4N(Cc4ccccc4F)C3=O)cc2)CC1` : 7
TCR activator with `CC(C)CNC(=O)[C@H]1N2C(=O)c3ccccc3C2SC1(C)C` (some centres not stated) : -7%

Other compounds.
SMILES	TRPV1 ag	Eya2 inh	USP2a inh	TCR activator	ELG1 repair inh	KCNH2 WT inh	KCNH2 3.1 block	A-T KAP1 phos	TSHR antagonist	Mito fusion yeast
N/C(=N\OC(=O)c1ccc(Cl)cc1)c1nonc1N	81*	-31%	2%	x	26%	-18	6	8%	-10	-1%
CCOC(=O)C(NC(=O)Nc1ccccc1)(OCC)C(F)(F)F (configuration not stated)	-1	2%	1%	3%	-8%	-2	-10	2%	-3	5%
Cn1ccnc1SC(C(=O)O)c1ccccc1 (configuration not stated)	-6	-1%	0%	x	-1%	6	21	-3%	11	0%
COc1ccccc1NC(=O)Cn1c(CCC(=O)O)ccc1-c1ccc(C)cc1	1	-5%	0%	-6%	12%	16	-1	-5%	-7	10%
COC(=O)C1=NNC2(C)C(=O)N(c3ccc(C)cc3)C(=O)C12 (configuration not stated)	-5	-3%	1%	-1%	0%	-5	23	-1%	5	-3%
Cc1c(C(=O)O)nn(-c2ccccc2)c(=O)c1C#N	x	-2%	3%	-2%	15%	10	-3	-33%	16	-4%
CCC(C)[C@H]1CNC(=S)N1CCc1cc(C(F)(F)F)cc(C(F)(F)F)c1 (some centres not stated)	-2	-19%	-9%	-5%	3%	1	4	3%	-7	-19%
OCCC1CN(Cc2cccc(F)c2F)CCN1CCc1ccccc1 (configuration not stated)	5	-22%	0%	-6%	-7%	12	-29	6%	6	-3%
O=C(Nc1nc(-c2ccc3c(c2)Cc2ccccc2-3)cs1)c1ccccc1	1	-1%	-5%	10%[46.1 µM]	28%	-6	-17	-4%	0	-3%
COc1cccc(C(=O)NCCN2C(=O)S/C(=C/c3cccs3)C2=O)c1OC	1	12%	1%	x	9%	-4	-3	0%	0	0%
CCc1ccccc1NC(=O)c1ccoc1C	0	8%	-1%	-4%	9%	-1	9	4%	-8	6%
O=C(Nc1ccccc1)N1CCC(c2ccccc2)C1 (configuration not stated)	u	8%	-2%	-2%	u	1	-6	3%	5	0%
CCCC(=O)N1CCN(c2ccc(NC(=O)c3cc4ccccc4o3)cc2)CC1	-2	6%	1%	-2%	0%	1	-32	8%	-20	-8%
COC(=O)CC1Oc2ccccc2N(Cc2ccc(C)cc2)C1=O (configuration not stated)	22	-5%	2%	-1%	u	3	2	8%	-18	0%
O=C(NC1CCS(=O)(=O)C1)c1cn(-c2ccccc2)nc1-c1ccccc1 (configuration not stated)	10	6%	-1%	-2%	0%	0	-15	3%	2	-2%
CCNC(=S)N1CCN(c2ccc([N+](=O)[O-])cc2)CC1	17	4%	-1%	0%	-1%	-1	5	-1%	-7	-1%
CC1CN(C(=O)c2ccccc2OCc2ccc(Cl)cc2Cl)CC(C)O1 (configuration not stated)	u	1%	-2%	4%	-16%	1	-2	7%	-12	27%
Cc1cc(-c2nn(-c3ccccc3F)cc2CN2CCCC(C(N)=O)C2)c(C)s1 (configuration not stated)	23	3%	-1%	-7%	11%	5	-14	1%	-9	-3%
O=C(CC1C(=O)NCCN1Cc1ccc(Cl)c(F)c1)NC1CCCCC1 (configuration not stated)	4	-8%	1%	4%	-5%	3	2	-2%	-9	-1%
Cc1cccc(NC(=O)CSc2nnc(C3CC3)n2CC2CCCO2)c1C (configuration not stated)	0	3%	0%	3%	-3%	-11	-8	5%	0	-2%
COc1ccc(NC(=O)/C(C#N)=C\c2ccc(N3CCOCC3)o2)cc1	u	u	u	11%	u	-1	-9	3%[11.5 µM]	-3	4%
CCCn1c(SCC(=O)NC2CC2)nnc1-c1ccccn1	1	10%	-2%	1%	18%	3	-2	0%	14	-5%
Cc1cc(C)cc(N(C(=O)c2sc(C)nc2C)C(C(=O)NC(C)(C)C)c2ccncc2)c1 (configuration not stated)	3	0%	2%	0%	5%	-7	-1	1%	0	1%
CCOC(=O)CS(=O)(=O)c1ccc2ccccc2c1	3	1%	-1%	2%	16%	2	-10	1%	10	12%
CCOC(=O)c1[nH]c(C)c(C(=O)OCc2ccccc2F)c1C	-1	-5%	2%	0%	u	-4	-13	8%	7	16%

Source: PubChem
